SIRT5 block = SIRT5 desuccinylase inhibitors, primary screen, biochemical, fluorescence imaging, single point, set 5; AID 652115, 2013; Purified SirT5, succinyl-peptide AMC, trypsin-coupled fluorescence; hit rate 1.1% among 330,000; inhibition, % at 15 µM; NAD-dependent protein deacylase sirtuin-5, mitochondrial (Homo sapiens), Q9NXA8; in the data active means inhibition above about 15%; inconclusive means no clear call, values can overlap the other calls
Target sequence (Q9NXA8 whole entry, looked up): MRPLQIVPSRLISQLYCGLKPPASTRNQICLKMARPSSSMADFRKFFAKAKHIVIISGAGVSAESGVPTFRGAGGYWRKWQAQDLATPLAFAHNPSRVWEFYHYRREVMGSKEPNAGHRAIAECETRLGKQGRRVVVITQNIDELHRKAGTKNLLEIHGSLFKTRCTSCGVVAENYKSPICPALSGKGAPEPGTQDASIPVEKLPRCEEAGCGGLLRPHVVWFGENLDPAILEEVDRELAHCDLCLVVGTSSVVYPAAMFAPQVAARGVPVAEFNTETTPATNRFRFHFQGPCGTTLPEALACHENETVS
DENV2 CPE rescue = inhibitors of DENV2 cytopathic effect, primary screen, cell-based, plate reader, single concentration. DENV2-infected cells, cytopathic effect rescue. CPE inhibition, % at 9.99 µM. hit rate 1.7% among 350,000. AID 651640, 2012; in the data active means CPE inhibition above about 20%, passing the limit was not always enough; inconclusive means no clear call, values can overlap the other calls; tested in BHK-21 cells;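 further: 0% = median of neutral control wells and 100% = median of positive control wells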
LGR2 inh = inhibitors of bursicon-induced LGR2 CRE-luciferase signal, primary screen, cell-based, HEK293, CRE-luciferase reporter, bursicon stimulation; Drosophila bursicon receptor LGR2 (rickets); hit rate 0.35% among 380,000; inhibition, % at 9.99 µM; bursicon-stimulated, 4 h; AID 720647, 2013;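 active means drop in luminescence signal, shown as inhibition above about 50% in the replicate tests, limit read from the data, passing the limit was not always enough; inconclusive means probably only some replicates passing the limit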;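 further: agonist challenge used bursicon conditioned medium at about half maximal strength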
ARNT TACC3 PPI = disruptors of ARNT/TACC3 protein interaction, primary screen, biochemical, AlphaScreen, single concentration; hit rate 0.66% among 390,000; AlphaScreen His-ARNT PAS-B/GST-TACC3 binding, luminescence; TACC3 fragment carries E629A point mutation; inhibition, % at 9.99 µM;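 active means mean inhibition of replicates at least 50% and at least half of replicates each reaching 50%; inconclusive means half or more replicates reach 50% but mean below 50%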;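 further: 0% = complete ARNT plus TACC3 wells and 100% = ARNT alone without TACC3; many hits fall short of the cut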
EWS-Fli inh = EWS/Fli-driven NR0B1 reporter inhibitors, primary screen, A673 cells, NR0B1 luciferase, luminescence, MLPCN library; viability-normalised; inhibition, % at 12.6 µM; hit rate 0.67% among 350,000; AID 651661, 2012;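 active means mean inhibition of at least 50% after viability correction, with every replicate also passing that limit; inconclusive means mean reaches 50% but only one of two replicates passes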;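 further: firefly luciferase signal divided by Alamar Blue viability fluorescence both relative to DMSO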
Casp6 inh = human caspase-6 inhibitors, primary screen, biochemical, VEID-R110 fluorescence, single point, set 2; purified caspase-6, Z-VEID-R110 cleavage fluorescence; inhibition, % at 12.5 µM; hit rate 0.53% among 350,000; AID 686996, 2013;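 active means mean inhibition across replicates at least about 35%, with every replicate also reaching that limit, limit read from the data; inconclusive means only one of the two criteria met; inactive means neither criterion met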;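 further: 0% = median of neutral control wells and 100% = no fluorescence left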
Target sequence (P55212 24-179 limits assumed): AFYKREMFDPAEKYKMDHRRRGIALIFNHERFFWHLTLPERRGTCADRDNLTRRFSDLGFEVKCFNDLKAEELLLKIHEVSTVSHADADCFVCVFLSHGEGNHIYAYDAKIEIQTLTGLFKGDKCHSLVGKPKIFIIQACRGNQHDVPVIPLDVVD
Target sequence (P55212 194-293 limits assumed): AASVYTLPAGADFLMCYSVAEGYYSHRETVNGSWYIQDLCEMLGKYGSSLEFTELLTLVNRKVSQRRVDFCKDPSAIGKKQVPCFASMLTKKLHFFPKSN
PAX8 inh HTS = inhibitors of PAX8-driven TPO luciferase reporter, primary screen, RMG-I cells, single concentration; SteadyGlo, 24 h; inhibition, % at 12.6 µM; hit rate 1.2% among 360,000;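 active means mean replicate inhibition at least 60% with every replicate also reaching 60%; inconclusive means only one of the two criteria is met; inactive means mean below 60% and not all replicates reaching 60%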;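 further: luciferase light reporting Pax8 driven TPO promoter activity; plate controls were median of neutral control wells for no effect and mitoxantrone controls for full effect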
Starred values were filed as active, the others as inactive; ? = inconclusive; . = not tested or not shown; & = joins results of further samples.

Structure	SIRT5 block	DENV2 CPE rescue	LGR2 inh	ARNT TACC3 PPI	EWS-Fli inh	Casp6 inh	PAX8 inh HTS
Cc1noc(C)c1NC(=O)N(C)C[C@@H]1Oc2c(NC(=O)c3ccncc3)cccc2C(=O)N([C@H](C)CO)C[C@@H]1C	-8&0	-3&2	15&-8	5&1	36&-7	-1&1	-1
O=C(C[C@@H]1CC[C@H](NC(=O)c2cccc(F)c2)[C@H](CO)O1)NCc1ccc(Oc2ccccc2)cc1	-2	-14	-11	6	12	8	28
COc1ccc(CNC(=O)C[C@@H]2C=C[C@@H](NC(=O)c3ccc4c(c3)OCO4)[C@@H](CO)O2)cc1	-4	7	7	-2	-1	1	3
CCCC(O)C#Cc1cnc2c(c1)C(=O)N([C@H](C)CO)C[C@H](C)[C@H](CN(C)C(=O)Nc1ccccc1)O2 (some centres undefined)	-1	-4	12	4	-6	-6	-5
Cc1ccc2occ(/C=N/NC(=O)c3ccc(Cl)cc3)c(=O)c2c1	1	-5	17	-2	.	0	-19
CO[C@@H]1CN(C)C(=O)c2ccc(NC(=O)c3cc(C)on3)cc2OC[C@@H](C)N(CC2CC2)C[C@H]1C	-1	4	-11	.	-5	3	.
O=C(N/N=C/c1cn(Cc2ccccc2)c2ccccc12)c1cccnc1	4	2	22	21	22	8	13
CN(C[C@H]1N[C@H](CO)[C@H]1c1ccc(-c2cccc(F)c2)cc1)S(C)(=O)=O	-1	-5	-1	-4	2	1	-3
CC(C)(C)NC(=O)CSc1nnc(NC(=O)c2ccccc2Cl)s1	-6	-3	-10	-4	-3	0	-24
CCn1cc(CN2CCCC(CNS(=O)(=O)c3ccc(OC)cc3)C2)cn1 (centres undefined)	-3	-4	-13	-6	.	-3	3
CC1=NN(C(=O)c2ccccc2Cl)C(O)(c2ccccc2)C1 (centres undefined)	2	-3	-1	-3	1	2	13
CN(C)C(=O)C[C@H]1CC[C@H](NC(=O)C2CCOCC2)[C@H](CO)O1	2	?	8	-3	-3	8	2
COc1ccccc1-c1cn(CC[C@H]2CC[C@H](NC(=O)NC(C)C)[C@H](CO)O2)nn1	2	-6	32	-16	2	-1	0
COCC(=O)N1CC[C@@H]2[C@H](CO)Nc3ccc(-c4cccc(C(=O)N(C)C)c4)cc3[C@@H]21	-1	?	-3	-16	-7	-2	13
O=C(NCCCN1CCCC1=O)c1ccc2c(=O)n(-c3ccc(F)cc3)c(=S)[nH]c2c1	6	-6	3	.	1	4	-6
COc1ccc(Br)c(Cn2c(C)c(C(=O)NCc3cccs3)sc2=O)c1	.	7	-10	.	-4	0	2
Cc1ccccc1CCN1CCCC(CN(C)CC(C)(C)C)C1 (centres undefined)	-2	11	.	-5	8	-3	-3
C/C(=N\NC(=O)CNC(=O)c1ccc2c(c1)OCO2)c1ccco1	1	-4	16	3	6	3	25
CCOC(=O)C1=CN(Cc2ccc(Br)cc2)S(=O)(=O)N(C)C1C (centres undefined)	-2	-7	0	-3	5	0	7
O=C(COCC(=O)N1CCOCC1)N1CCOCC1	-2	-1	-7	2	3	-2	-1
O=C(O)c1cccc(S(=O)(=O)Nc2cccc(S(=O)(=O)N3CCCC3)c2)c1	8	-1	13	.	6	33	7
CC(C)NC(=O)Nc1ccc2c(c1)C(=O)N([C@H](C)CO)C[C@H](C)[C@H](CN(C)C(=O)Nc1ccccc1)OCCCC[C@@H](C)O2	3	?	4	-7	.	-4	12
O=c1[nH]c(C2CCN(S(=O)(=O)c3ccccc3C(F)(F)F)CC2)nc2c1nnn2Cc1cccc(F)c1	1	-1	6	-2	18	-4	7
Cc1c(C(=O)NNc2c(Cl)cccc2Cl)n(C)oc1=O	-3	4	8	3	7	-5	-9
CN(C)C(=O)c1cccc(-c2ccc([C@H]3[C@@H](CO)N4CCCCN(C(=O)C5CCC5)C[C@H]34)cc2)c1	-2	-2	-16	-7	-15	0	2
COc1ccc([C@H]2C[C@@H](O)[C@H](n3cc(C4CC4)nn3)CN2C(=O)C2CCCCC2)cc1	-4	-3	-4	.	1	1	-14
C[C@H]1CN([C@@H](C)CO)C(=O)Cc2cc(NS(=O)(=O)c3ccccc3)ccc2O[C@H]1CN(C)Cc1ccc(C(=O)Nc2ccccc2N)cc1	19*	-17	-5	6	-8	-1	29
COc1ccccc1NS(=O)(=O)c1cccc(C(=O)N/N=C/c2c(C)nn(-c3ccccc3)c2N2CCCC2)c1	13	3	-9	-8	-7	4	12
CCCCNC(=S)NC1CCCC1	.	.	12	-9	.	.	-14
CCCc1nc2ccccc2c(C(=O)OCC(=O)NC2CC2)c1CC	-3	6	-6	1	15	5	15
CN(C)c1cc2c(cc1NC(=O)c1ccccc1Cl)n(C)c(=O)n2C	2	3	-8	0	8	-2	27
CN(CCOc1ccc(Cl)cc1)CC(=O)Nc1ccc(OC(F)(F)F)cc1	-2	2	10	-6	-6	0	9
CC(C)c1cc(C(=O)Nc2sc3c(c2C#N)CCC3)no1	1	-3	-42	-5	-22	1	.
O=C(NC1CCCCC1)N1CC(=O)N2[C@@H](CO)[C@@H](c3ccc(-c4cccnc4)cc3)[C@@H]2C1	3	3	14	.	7	-4	.
C[C@H]1CN([C@@H](C)CO)S(=O)(=O)c2ccc(-c3ccc(F)cc3)cc2O[C@H]1CN(C)CC1CC1	-8	-5	3	5	4	-4	5
NC(=O)Cc1nc(-c2ccc([N+](=O)[O-])cc2)cs1	1	-1	-6	-5	-11	2	-13
Cc1ccc(CNc2ncnc3ccc(-c4ccc(CO)o4)cc23)o1	3	1	13	.	21	7	-24
CCOC(=O)/C(C#N)=C/C1=C(N2CCOCC2)C(C)(C)OCC1	-4	-2	.	4	2	-2	1
CCCC(=O)Nc1ccc2c(c1)C(=O)N(C)[C@@H]1CC[C@H](CC(=O)NCC3CCCCC3)O[C@@H]1CO2	2	-3	3	2	5	1	6
CCc1ccc(C(=O)OCC(=O)N2CCCCCC2)cc1	-2	4	-69	.	-1	0	-61
CN(C)CC(=O)Nc1ccc2c(c1)[C@H]1C[C@H](CC(=O)NCC3CC3)O[C@@H](CO)[C@H]1O2	5	-9	6	-3	-3	-2	10
COc1ccc(CCC(=O)O)cc1OC	4	12	-4	1	6	0	9
Cc1ccc(C(=O)NC2CCN(C(=O)Nc3ccccc3Cl)CC2)cc1	-5	-1	-1	-6	3	-2	8
C[C@@H]1CN([C@@H](C)CO)C(=O)c2cccc(NS(=O)(=O)c3ccc(F)cc3)c2O[C@H]1CN(C)CC1CCCCC1	-1	0	3	-10	-1	5	4
c1ccc2c(c1)Oc1cccc3cccc-2c13	-3	-3	-10	-3	1	0	-2
O=C(O)[C@H]1CCCN1C(=O)c1ccccc1N1C(=O)[C@@H]2Cc3c([nH]c4ccccc34)C(c3cccc(Cl)c3)N2C1=O (some centres undefined)	4	3	-11	8	-2	2	.
O=C(Nc1cc(C(F)(F)F)ccc1-n1cncn1)c1ccc([N+](=O)[O-])o1	-2	-1	0	2	24	-2	56
COc1cnc(-c2ccccn2)[nH]c1=O	4	-3	8	.	-12	-1	-31
CO[C@H]1CN(C)C(=O)c2cc(NS(=O)(=O)c3cccc(F)c3)ccc2OC[C@H](C)N(Cc2cc(F)ccc2F)C[C@@H]1C	16*	-9	28	-4	18	3	.
CN1CCC(C(=O)N2CCCC(C(=O)c3ccc4c5c(cccc35)CC4)C2)CC1 (centres undefined)	-6	3	-2	5	11	-11	7
NC(=O)[C@@H]1CCCN1C(=O)[C@@H](Cc1ccccc1)NC(=O)[C@H]1O[C@@H](n2ccc(N)nc2=O)[C@H](O)[C@@H]1O	2	11	12	.	-7	0	-9
Cc1ccc(S(=O)(=O)Nc2ccc3c(c2)C(=O)N([C@H](C)CO)C[C@H](C)[C@H](CN(C)S(=O)(=O)c2cccs2)O3)cc1	2	-6	-7	-4	1	0	.
Cc1ccc(CNC(=O)[C@H](Cc2ccccc2)NC(=O)c2ccco2)cc1	-3	-4	-5	-3	-5	-1	-15
COc1cccc(CNC(=O)[C@H]2[C@H](CO)[C@H]3Cn4c(cccc4=O)[C@@H]2N3C(=O)C2CC2)c1	2	1	5	-23	-4	3	.
CCCN(CC(=O)Nc1ccc(F)c(F)c1F)C(=O)Cc1ccc(S(=O)(=O)N2CCOCC2)s1	10	6	-1	-1	1	0	13
COc1cc(S(=O)(=O)N2CCOCC2)ccc1NC(=O)COC(=O)c1cc(OC)c(OC)c(OC)c1	-2	0	0	3	3	0	3
CNC[C@@H]1OCc2cnnn2CCCC(=O)N([C@@H](C)CO)C[C@H]1C	-2&-3&-1	10&0&2	7&6	-9&-9	1&0&-5	0&0&-17	-19&0
CCOC(=O)c1c(NC(=S)Nc2ccc(OC)cc2)sc2c1CCC2	-2	0	-2	3	-6	-3	-17
Cc1cc(=O)c2c(o1)C(=O)c1occc1C2=O	2	0	7	21	-6	92*	-7
CCN(CC)c1ccc(N=Nc2nn(C)c(C)c2[N+](=O)[O-])cc1	-1	1	.	0	-93	1	-77

The list continues.
Structure	SIRT5 block	DENV2 CPE rescue	LGR2 inh	ARNT TACC3 PPI	EWS-Fli inh	Casp6 inh	PAX8 inh HTS
CCN(c1ccc(OC)cc1)S(=O)(=O)c1csc(C(N)=O)c1	-3	1	3	0	9	-4	2
CCCCn1c(SCC(N)=O)nc2sc3c(c2c1=O)CCC3	-3	5	.	-3	24	-2	27
CCOc1ccc2nc(NCCNC(=O)C3CC3)c(C)cc2c1	-4	.	-13	.	.	-1	-10
CCC1Cc2c(nc(N)c3c(N)nc(N4CCOCC4)c(C#N)c23)O1 (centres undefined)	-6	-6	-3	-13	-7	2	15
CSc1ccc(/C=C/C(=O)OCC(=O)NC2CCCCCC2)cc1	-3	0	-4	.	-12	-3	6
C[C@@H]1CN([C@H](C)CO)C(=O)c2cc(NC(=O)Cc3ccccc3)ccc2O[C@H]1CN(C)C	-7	2	-5	-9	-6	2	2
COc1ccc(NC(=O)Nc2ccc3c(c2)CC(=O)N([C@@H](C)CO)C[C@@H](C)[C@H](CN(C)C(=O)Nc2c(C)noc2C)O3)cc1	.	-2	18	-8	-6	.	-17
C[C@@H]1CCCCO[C@@H](CN(C)Cc2ccccc2)[C@H](C)CN([C@@H](C)CO)C(=O)c2cc(NS(=O)(=O)c3cccs3)ccc2O1	-1	2	2	-7	-8	1	-13
C[C@@H]1CCCCO[C@@H](CN(C)Cc2ccccc2)[C@@H](C)CN([C@@H](C)CO)C(=O)c2cc(N(C)C)ccc2O1	-2	?	3	22	1	-1	3
C[C@@H]1CN([C@H](C)CO)C(=O)c2cc(NS(C)(=O)=O)ccc2O[C@@H](C)CCCCO[C@@H]1CN(C)Cc1ccc(C(=O)O)cc1	2	-10	9	0	-4	2	13
CCOc1ccc(S(=O)(=O)N2CCOCC2)cc1NC(=O)C1CSC2(C)CCC(=O)N12 (centres undefined)	-4	13	-18	1	12	6	-2
C=CCCC(=O)N1C[C@H]2CON(C)[C@H]2C[C@H]1c1ccc(-n2ccnc2)cc1	-3	0	10	.	-3	-2	8
COCc1cn(CC[C@@H]2CC[C@@H](NC(=O)c3ccc(F)cc3)[C@@H](CO)O2)nn1	0	-2	13	-7	-4	1	-3
COC(=O)c1c(NC(NC(=O)CC(C)C)C(Cl)(Cl)Cl)sc2c1CCC2 (centres undefined)	.	.	-4	1	.	.	-15

High-throughput results as filed in PubChem.
